High-throughput results as filed in PubChem.
B2AR arrestin: beta2AR (human) beta-arrestin recruitment activity | beta-arrestin recruitment to beta2AR, cell-based reporter | 330,000 tested, 0.02% active | P07550 | Potency, µM (doses to about 46.1 µM), for inactives: at the highest dose activation, usual class: activators;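 further: potency means the concentration at half of the fitted maximal effect; 0% = DMSO controls and full agonism = EC100 isoproterenol or metaproterenol; nearly all actives have a fitted effect of over 65% in size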
Target sequence (P07550 whole entry, looked up): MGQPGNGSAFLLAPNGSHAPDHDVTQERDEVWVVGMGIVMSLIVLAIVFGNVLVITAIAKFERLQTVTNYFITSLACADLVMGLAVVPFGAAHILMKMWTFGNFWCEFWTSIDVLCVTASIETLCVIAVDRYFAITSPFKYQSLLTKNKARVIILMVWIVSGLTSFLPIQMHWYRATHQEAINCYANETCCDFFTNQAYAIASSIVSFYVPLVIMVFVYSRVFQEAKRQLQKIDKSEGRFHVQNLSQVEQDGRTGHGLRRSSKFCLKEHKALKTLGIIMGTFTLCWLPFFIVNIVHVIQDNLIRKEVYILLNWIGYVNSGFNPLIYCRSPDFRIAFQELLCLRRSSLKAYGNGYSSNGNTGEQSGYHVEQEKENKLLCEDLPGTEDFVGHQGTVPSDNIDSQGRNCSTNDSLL
p53 reactivator: restores transcriptional activity of mutant p53; H1299 p53-A138V BP100-luciferase reporter, luminescence, 24 h; Potency, µM (top dose mostly 92.2 µM), inactives show at the highest dose activity change, positive = activation, hits mostly activators; 320,000 tested, 0.063% active; further: potency means the concentration at half of the fitted maximal effect; % of control where 0% means no effect; nearly all actives have a fitted effect of over 45% in size
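H1299 (p53-null), stable ts p53-A138V + BP100-Luc; 1000 cells/well, Opti-MEM/10% FBS; cpd 4 pt, 1:5; 24 h, 37 deg C, 5% CO2; detection reagent 10 min RT; luminescence.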
uPA surface inh: inhibitors of cell surface uPA generation | cell surface uPA generation assay, qHTS | Potency, µM (highest dose often 38.3 µM), without a hit: at the top dose activity change, negative = inhibition, actives largely listed as inhibitors | 330,000 tested, 0.31% active | AID 540303; active means well fitted inhibition curve with a large enough effect; inconclusive means small, poorly fitted or top-dose-only effect; inactive means no such curve, though single readings can be large or run the other way; tested in mouse RAW 264.7 cells; further: potency means the concentration at half of the fitted maximal effect; on the % scale 0 is the no-effect control and ±100 the full control effect; nearly all actives have a fitted effect of over 55% in size
ELG1 genotox: genotoxicity induction in ELG1-luciferase HEK293T cells. HEK293T ELG1-luciferase reporter, luminescence, 16 h. Potency, µM (highest dose often 46 µM), for inactives: top-dose activity change, positive = activation, actives largely listed as activators. 330,000 tested, 1.3% active. AID 504466; further: potency means the concentration at half of the fitted maximal effect; % of control where 0% means no effect; nearly all actives have a fitted effect of over 60% in size
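HEK293T cells expressing luciferase-tagged ELG1 were treated with compound or DMSO for 16 hr at 37°C. Luciferase activity was then read after 30 min with ONE-Glo at room temperature; rising signal flags genetic stress.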
TRPV1 agonist: activates the human vanilloid receptor TRPV1 | activation, % at 8.33 µM | AID 540275 | Q8NER1 | TRPV1-expressing cells, Fluo-8 calcium influx, agonist mode | 320,000 tested, 0.19% active; in the data active means activation above about 80%; inconclusive means between about 30% and that limit; further: 0% is about no effect
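Cells expressing TRPV1 were dye-loaded with Fluo-8 and read kinetically: 10 s baseline, 3 min after compound (agonist portion), then 2 min after EC20 capsaicin (allosteric enhancer portion). Calcium-bound dye fluorescence at 480/520 nm.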
USP2a inh: USP2a (human) protease inhibition; O75604; USP2 core, Ub-CHOP2 coupled fluorogenic reporter, 485/531; Potency, µM (doses to about 38.3 µM), inactives show top-dose activity change, negative = inhibition, hits mostly inhibitors; 330,000 tested, 0.01% active; AID 463254;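 further: potency means the concentration at half of the fitted maximal effect; plate controls were DMSO wells for no effect and full inhibition by NEM control for full effect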
Target sequence (O75604 whole entry, looked up): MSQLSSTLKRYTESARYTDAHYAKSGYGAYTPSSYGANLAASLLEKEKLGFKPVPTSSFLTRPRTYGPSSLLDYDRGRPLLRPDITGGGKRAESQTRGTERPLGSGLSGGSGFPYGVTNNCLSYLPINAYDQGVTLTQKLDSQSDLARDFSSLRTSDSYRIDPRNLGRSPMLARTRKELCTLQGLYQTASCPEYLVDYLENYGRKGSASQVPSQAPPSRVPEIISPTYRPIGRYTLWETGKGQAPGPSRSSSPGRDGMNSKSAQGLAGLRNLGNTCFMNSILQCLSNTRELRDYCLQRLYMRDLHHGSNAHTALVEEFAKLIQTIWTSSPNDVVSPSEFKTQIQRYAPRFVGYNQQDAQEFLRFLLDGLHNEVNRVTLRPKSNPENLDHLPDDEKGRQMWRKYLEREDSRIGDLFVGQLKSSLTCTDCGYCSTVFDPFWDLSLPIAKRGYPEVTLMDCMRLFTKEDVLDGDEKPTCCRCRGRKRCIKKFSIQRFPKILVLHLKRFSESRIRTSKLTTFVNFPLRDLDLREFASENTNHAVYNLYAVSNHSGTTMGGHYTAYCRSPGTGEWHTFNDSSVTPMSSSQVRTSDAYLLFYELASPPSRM
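Cell-free coupled assay: 10nM USP2 core preincubated 30min RT with compound in Tris-HCl pH 8.0/CaCl2/CHAPS buffer, then 25nM Ub-CHOP2 and 25nM reporter substrate; fluorescence (Ex 485/Em 531) read after 60min RT, normalized to NEM inhibition, concentration-response curves fitted.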
S-ASM inh: inhibitors of human secretory acid sphingomyelinase. P17405. placental ASM, HMU-PC fluorogenic substrate, 60 min. Potency, µM (titrated, usually from 57.5 µM), for the others: at the highest dose activity change, negative = inhibition, usual class: inhibitors. 340,000 tested, 0.006% active. AID 504937; further: potency means the concentration at half of the fitted maximal effect
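Human placenta-derived ASM enzyme was preincubated with compound for 10 minutes at room temperature, then given fluorogenic substrate HMU-PC0 (9 uM final) for 60 minutes at 37 °C; a pH 10 stop preceded fluorescence reading at Ex 386/Em 447 nm.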
BRCA1 expr up: increases BRCA1 expression; MCF7-BRCA1-FFLuc reporter, luminescence, 48 h; response scale: scaled: vehicle 0%, 10 µM genistein 100%; Potency, µM (series often up to 46.1 µM), inactives show top-dose activation, usual class: activators; 380,000 tested, 1.1% active; further: potency means the concentration at half of the fitted maximal effect; nearly all actives have a fitted effect of over 80% in size; some results filed as inactive show a strong effect at the top dose
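Luminescence from a BRCA1-driven firefly luciferase in MCF7 cells was the read-out, taken 15 min after substrate addition following 48 h compound exposure at 37 °C. Data were normalized to a 10 microM genistein control and DMSO vehicle.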
Eya2 inh: inhibitors of human Eya2 phosphatase activity | O00167 | recombinant Eya2, OMFP fluorescence dephosphorylation (OMFP is methylfluorescein phosphate) | Potency, µM (top dose mostly 76.9 µM), without a hit: at the highest dose activity, negative = inhibition, most hits filed as inhibitors | 330,000 tested, 0.006% active | AID 488837; further: potency means the concentration at half of the fitted maximal effect; on the % scale 0 is the no-effect control and ±100 the full control effect
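Eya2 (0.2 uM) preincubated 10 min at ambient with compound, then OMFP substrate added at 50 uM; 10 min reaction in 50 mM HEPES pH 7.5, 50 mM NaCl, 5 uM MgCl2, 0.05% BSA, 1 mM DTT. Fluorescence read at Ex 485/Em 525 nm.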
PTAP TSG101 blk: blocks PTAP/TSG101 interaction to inhibit HIV-1 budding. 340,000 tested, under 10 active. AID 493005. Potency, µM (series often up to 115 µM), for inactives: top-dose activity change, negative = inhibition, usual class: inhibitors. Fluorescence polarization, FITC-PTAP peptide / Tsg101 binding; active means well fitted inhibition curve with a large enough effect in the main read-out, with a control signal flat, not every such curve was filed as active; inconclusive means small, poorly fitted or top-dose-only effect, or effect the other way, or a change in a side signal; inactive means no such curve, though single readings can be large or run the other way; further: potency means the concentration at half of the fitted maximal effect; % of control where 0% means no effect
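Tsg101 binding domain (10 uM final) was mixed with compound and a FITC-labeled PTAP peptide (50 nM final) in HEPES pH 7.5 buffer with NaCl, Tween 20, EDTA and TCEP; fluorescence polarization was read after 20 min at r.t.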
a7 integrin act: activators of alpha7 integrin expression for muscular dystrophy | alpha7betagal myoblasts, beta-gal FDG fluorescence, 48 h | Potency, µM (highest dose often 38.3 µM), inactives show top-dose activation, usual class: activators | 350,000 tested, 0.064% active | AID 624291;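 further: potency means the concentration at half of the fitted maximal effect; 100% = response of the positive control SU9516; nearly all actives have a fitted effect of over 60% in size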
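alpha7betagal+/- myoblasts (passage 13, 250/well) treated 48 h at 37C with compounds at 1:260 dilution of DMSO stock. Lysed, then beta-galactosidase activity read as FDG fluorescence (ex 480/em 540) after 30 min, with pre-read for autofluorescence.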
* hit, by the source's call; ? = inconclusive; / = no result given; [ ] = remark or other dose. Unless noted, the call rests on the fitted dose curve; in most records, active means well fitted curve in the direction sought with a large enough effect; inconclusive means small, poorly fitted or top-dose-only effect, or another doubt; inactive means no such curve, though single readings can be large; an effect the other way counts as inactive or inconclusive.

SMILES	B2AR arrestin	p53 reactivator	uPA surface inh	ELG1 genotox	TRPV1 agonist	USP2a inh	S-ASM inh	BRCA1 expr up	Eya2 inh	PTAP TSG101 blk	a7 integrin act
COCCNC(=O)[C@H](C)[C@H]1C[C@]1(C)[C@H](NC(=O)OCc1ccccc1)c1ccccc1	0.4%	1.9%	0.0%	-1.2%	1.3	-1.0%	2.0%	0.0%	-0.2%	-5.1%	-9.4%
COc1cc(/C=C2\C=CC(=O)O2)cc(OC)c1	-0.6%	8.0%	-13.1%	-0.8%	14.0	3.8%	55.2%[activator]	-61.4%	2.0%	-2.4%	-11.1%
COc1ccc(S(=O)(=O)Nc2cccc(-c3ccc4nncn4n3)c2)cc1F	0.2%	8.6%	2.82µM*	8.2%	-1.1	1.7%	-3.6%	-45.4%	-1.7%	-4.8%	29.4%
Cc1cc(C)c(S(=O)(=O)NNC(=O)C2CCN(Cc3ccccc3)CC2)c(C)c1	-0.3%	-3.6%	3.2%	-0.3%	-1.5	3.0%	-3.2%	20.1%	-7.4%	0.2%	17.6%
CCCCCn1cnc2sc(-c3ccccc3)cc2c1=O	-0.7%	11.1%	-3.7%	13.4%	8.3	-0.3%	-3.3%	5.01µM*	-3.6%	-2.9%	1.9%
COc1ccc(-c2nnc3sc(-c4ccco4)nn23)cc1OC	-0.5%	-2.7%	-3.1%	?	1.7	2.8%	3.4%	2.3%	7.7%	-2.1%	-6.4%
COc1ccc(Cl)cc1S(=O)(=O)N1CCCC(C(=O)NCC(N)=O)C1 (configuration not stated)	/	/	-0.1%	/	/	/	3.1%	-13.4%	/	-3.0%	1.6%
COc1cc(/C=C/C(=O)O)cc(S(=O)(=O)N2CCc3ccccc32)c1OC	-0.6%	2.0%	3.4%	4.1%	-0.3	0.1%	2.7%	0.4%	-5.6%	-2.2%	19.1%
Cc1ccc(C(C(=O)NC(C)(C)C)N(Cc2ccco2)C(=O)Cn2nnc(-c3cccs3)n2)cc1 (configuration not stated)	-1.1%	-8.6%	-5.5%	-2.5%	1.7	-1.1%	-5.7%	-27.9%	-5.5%	-7.7%	-18.8%
CCN(CC)S(=O)(=O)c1cccc(NC(=O)Nc2cccc(C(F)(F)F)c2)c1	0.2%	-15.4%	-17.5%	-9.8%	4.0	-16.0%	-14.6%	-82.0%	-8.1%	1.2%	4.8%[7.66 µM]
CN(CC(=O)Nc1ccc(S(=O)(=O)N2CCCC2)cc1)Cc1ccc(Cl)cc1Cl	0.4%	2.0%	2.5%	-8.8%	16.9	-5.1%	-2.9%	-53.4%	-1.8%	-1.8%	-25.2%
COC(=O)CSc1nnc(CNS(=O)(=O)c2ccc(Cl)cc2)n1C	0.0%	4.4%	1.7%	-0.5%	1.9	4.3%	5.2%	-26.5%	0.6%	-5.7%	-15.7%
CC(=O)Nc1nc(-c2ccc(Br)s2)cs1	-1.1%	?	-4.6%	1.3%	-4.7	-2.5%	0.6%	59.1%	-21.7%	-0.5%	7.3%
CCOc1ccc(OCCCC(=O)N2CCN(S(=O)(=O)c3ccc(Cl)cc3)CC2)cc1	0.2%	4.5%	-4.2%	-2.8%	0.7	-0.1%	1.8%	-16.5%	-2.6%	-1.5%	-4.0%
CCn1cc(C(=O)NCCCOC)c(=O)c2cc(S(=O)(=O)N(C)C)ccc21	-0.2%	10.8%	4.5%	2.1%	2.2	-0.4%	-1.7%	-12.5%	-20.8%	-7.7%	17.9%
CC(=O)Nc1c(-c2ccccc2)nc2cc(C)ccn12	-0.6%	/	1.7%	-1.4%	-4.8	0.2%	-0.3%	-9.0%	18.6%	1.7%	-3.4%
NC(=O)CNC1CC(=O)N(CCc2ccccc2)C1=O (configuration not stated)	0.0%	-2.3%	/	3.5%	4.1	3.0%	1.3%	0.2%	-29.6%	-3.4%	23.2%
CCN1C(=O)/C(=C/c2ccc(C)s2)NC1=S	0.2%	-0.9%	-1.2%	2.4%	11.2	3.9%	-6.6%	-6.5%	2.3%	-5.6%	-12.6%
Cc1ccccc1N1CCN(S(=O)(=O)c2nnc(NC(=O)CC(C)C)s2)CC1	0.2%	9.0%	4.6%	6.1%	-0.8	-1.0%	1.2%	-3.3%	4.1%	-1.7%	-3.5%
c1nc2ccc(Cc3ccc4nc[nH]c4c3)cc2[nH]1	-0.2%	/	11.2%	-0.2%	0.4	1.5%	6.2%	-3.2%	-2.7%	-7.3%	6.5%
CCN(CC(=O)Nc1ccc(S(=O)(=O)N2CCCC2)cc1)Cc1ccccc1	-0.4%	1.2%	-4.6%	-5.6%	16.2	-1.2%	2.7%	-12.9%	2.0%	-0.4%	-49.3%[inhibitor]
O=C(NCCCN1CCCC1=O)Nc1cc(Cl)ccc1Cl	-1.0%	-6.1%	-2.5%	4.7%	2.2	4.1%	4.1%	8.5%	-0.4%	-3.5%	7.0%
O=C(NCC1CCN(S(=O)(=O)c2ccccc2)CC1)Nc1ccc(F)cc1F	-0.3%	-3.1%	2.4%	-7.4%	19.4	-1.4%	0.3%	-21.5%	8.3%	-3.1%	-6.3%
CCOc1ccc(N(CC(=O)NC2CCCC2)C(=O)CCC(=O)Nc2nc(C)cs2)cc1	-0.3%	-6.3%	0.7%	-0.5%	1.4	0.4%	-2.2%	-10.5%	12.3%	-3.4%	4.9%
CCN(CC)S(=O)(=O)c1ccc(N2CCOCC2)c(NC(=O)CC23CC4CC(CC(Br)(C4)C2)C3)c1	-0.4%	-9.6%	-19.5%	0.1%	5.7	1.5%	-3.9%	-28.4%	-3.1%	-0.1%	1.5%
CC(C)CC1(C)CNC(=O)NC1	/	/	3.0%	/	/	/	3.4%	-4.7%	/	-3.9%	7.7%
O=C(C1CC1)N1CCc2cc(Br)cc(S(=O)(=O)NC3CCCCC3)c21	-1.0%	-13.6%	0.3%	2.7%	0.0	2.4%	-7.4%	-45.9%	8.6%	-3.8%	-0.4%
CCc1ccc(C(=O)COC(=O)CNC(=O)c2ccc(Br)o2)cc1	-0.3%	12.5%	-3.4%	14.7%	16.0	0.3%	0.5%	-4.8%	-0.5%	/	?
CC(C=Cc1ccccc1)=NNS(=O)(=O)c1ccc([N+](=O)[O-])cc1	/	/	-8.6%	/	/	/	-3.6%	-23.9%	/	-8.6%	-12.2%
Cc1c(N=C2N=C(NC(=O)NC(C)(C)C)c3ccccc32)c(=O)n(-c2ccccc2)n1C	0.3%	-4.2%	-3.6%	-2.7%	-1.3	-2.4%	-8.6%	-42.3%	-1.4%	-11.8%	-13.6%
COc1ccc(CNC(=S)Nc2ccc(F)c(Cl)c2)cc1	-0.8%	-0.5%	2.3%	-5.2%	?	-9.2%	-1.0%	-9.6%	-14.5%	0.4%	1.2%
O=C(NCC(c1ccco1)N1CCCCC1)c1ccc(S(=O)(=O)Nc2ccccc2Cl)cc1 (configuration not stated)	-0.1%	-4.0%	-2.2%	-3.1%	/	2.0%	3.0%	2.3%	-23.3%	-5.9%	-9.8%
COc1ccccc1N1CCN(C(=O)c2ccc(N3CCCCS3(=O)=O)cc2)CC1	0.4%	1.8%	4.1%	-10.0%	-1.1	-1.4%	2.0%	2.3%	4.9%	-12.6%	-4.7%
CCOc1ccc(NC(=O)CN(C)C(=O)c2ccccc2OCCOc2ccccc2)cc1OCC	0.3%	-0.7%	3.4%	-10.2%	0.3	-3.6%	-0.6%	-23.1%	-12.9%	-3.2%	-23.7%
Cc1ccc(C(=O)NC(C)c2ccc(C)c(C)c2)s1 (configuration not stated)	/	/	7.7%	/	/	/	-3.1%	-14.2%	/	1.1%	7.4%
C=Cc1ccc(C(=O)N2CCCC(Nc3ccc4c(c3)OCCO4)C2)cc1 (configuration not stated)	-0.4%	/	2.9%	-7.9%	?	1.4%	0.5%	-15.8%	7.7%	-3.8%	-9.5%
COc1ccc(CN2CCN(Cc3cc4ccccc4o3)CC2CCO)c(F)c1 (configuration not stated)	0.1%	/	11.2%	-1.3%	7.2	-0.3%	1.4%	-28.8%	9.8%	-2.6%	-36.9%
CC(Oc1ccccc1)C(=O)N=C1SC2CS(=O)(=O)CC2N1CCc1ccccc1 (configuration not stated)	-1.0%	0.3%	5.0%	-3.0%	29.1	-2.0%	-8.5%	-14.4%	-5.8%	-16.5%	?
